# PPARg SRC2 recr: agonists of PPARg-SRC-2 recruitment, primary screen, biochemical, HTS | 0.34% of 200,000 active | AID 1032, 2008 | PPARgamma LBD-SRC-2 recruitment | activation, % at 8 µM; in the data active means activation above about 22%;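 further: 0% = vehicle and 100% = reference agonist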
# RAM inhibit: inhibitors of the yeast RAM network, primary screen, dse1pr::URA3 reporter, 5-FOA selection; S. cerevisiae dse1pr::URA3 reporter, 5-FOA growth OD615, 2 d; analog-sensitive cbk1-as2 kinase mutant strain; inhibition, % at 50 µM; 1.8% of 190,000 active;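 active means inhibition above a set limit, 3 SD over mean compound inhibition, cut at about 8.4% in these data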;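 further: 0% = DMSO-only wells with no growth and 100% = 10 µM 1-NA-PP1 full growth; inhibition rescues growth on 5-FOA so higher OD means more RAM inhibition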
# PPARg SRC1 recr: PPARgamma agonists recruiting SRC-1 coactivator, primary screen, biochemical; activation, % at 8 µM; PPARgamma-SRC-1 coactivator recruitment biochemical assay; Peroxisome proliferator-activated receptor gamma (Homo sapiens), P37231; 0.41% of 200,000 active; in the data active means activation above about 19%;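 further: 0% = DMSO and 100% = reference agonist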
# L major viab: Leishmania major promastigote growth inhibition, primary screen; 9% of 200,000 active; Leishmania major promastigotes, resazurin fluorescence viability; inhibition, % at 10 µM; in the data active means inhibition above about 50%;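 further: promastigotes grown with compound for 44 hours at 28 °C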
# S1P3 antagonist: S1P3 receptor antagonists, primary screen, cell-based. inhibition, % at 4.98 µM. CHO S1P3 NFAT-BLA reporter, FRET fluorescence, antagonist mode. AID 485, 2006. 0.27% of 170,000 active;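 active means inhibition above the plate cutoff, the mean inhibition of test wells on that plate plus 3 SD, cut at about 28% in these data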;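 further: cells challenged with S1P at its EC80 of 0.8 µM; blue over green emission ratio from cleaved BLA substrate after 4 h stimulation; 0% = S1P-stimulated wells and 100% = unstimulated DMSO-only wells; some compounds past the cut are filed as inactive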
# Target sequence (Q99500 whole entry, looked up): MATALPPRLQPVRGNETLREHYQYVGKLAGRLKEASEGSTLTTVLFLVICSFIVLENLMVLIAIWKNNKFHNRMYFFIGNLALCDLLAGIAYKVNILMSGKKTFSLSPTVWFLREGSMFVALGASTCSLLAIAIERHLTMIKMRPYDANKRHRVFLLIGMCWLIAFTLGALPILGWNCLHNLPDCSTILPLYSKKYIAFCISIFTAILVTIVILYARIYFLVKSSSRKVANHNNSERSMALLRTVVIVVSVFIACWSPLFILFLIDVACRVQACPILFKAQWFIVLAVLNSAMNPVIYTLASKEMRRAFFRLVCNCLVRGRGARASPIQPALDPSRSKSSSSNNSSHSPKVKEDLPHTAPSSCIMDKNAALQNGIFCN
# Redox H2O2 prof: compounds producing H2O2 with reducing agent – biochemical, NIH compound library profiling, artefact control for MLSCN library redox annotation, primary screen; DTT-dependent redox cycling H2O2, phenol red/HRP absorbance; 100% = 100 µM peroxide control, 0% = buffer; activation, % at 10 µM; 0.03% of 200,000 active; AID 878, 2007;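 active means activation of at least 50% relative to the plate's high and low controls in the primary single-dose screen; inactive means activation below 50%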;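 further: compound incubated with DTT at 0.8 mM final as the reducing agent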
# HMGR II inh: inhibitors of E. faecalis class II HMGR, primary screen, biochemical, Enterococcus faecalis. inhibition, % at 10 µM. 0.41% of 190,000 active. AID 1066, 2008. purified E. faecalis HMGR, NADPH absorbance 340 nm kinetic;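 active means inhibition above a set limit, the median over all tested compounds plus 3 SD, cut at about 9.5% in these data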;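 further: enzyme runs in reverse so mevalonate oxidation gives rising NADPH absorbance; 0% = complete reaction with DMSO and 100% = background rate lacking mevalonate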
# ROMK mod: ROMK potassium channel modulators, primary screen, cell-based, thallium flux, MLSMR library. B-score at 10 µM. 2% of 130,000 active. Tet-inducible ROMK, thallium flux fluorescence; actives lie on both sides. ATP-sensitive inward rectifier potassium channel 1 (Homo sapiens), P48048;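 active means signal ratio slope over the read window, or its plate-corrected B-score, at least 3 SD from the plate mean, either direction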;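 further: B-score of the F/F0 ratio slope over 7 to 12 s after thallium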
# Target sequence (P48048 whole entry, looked up): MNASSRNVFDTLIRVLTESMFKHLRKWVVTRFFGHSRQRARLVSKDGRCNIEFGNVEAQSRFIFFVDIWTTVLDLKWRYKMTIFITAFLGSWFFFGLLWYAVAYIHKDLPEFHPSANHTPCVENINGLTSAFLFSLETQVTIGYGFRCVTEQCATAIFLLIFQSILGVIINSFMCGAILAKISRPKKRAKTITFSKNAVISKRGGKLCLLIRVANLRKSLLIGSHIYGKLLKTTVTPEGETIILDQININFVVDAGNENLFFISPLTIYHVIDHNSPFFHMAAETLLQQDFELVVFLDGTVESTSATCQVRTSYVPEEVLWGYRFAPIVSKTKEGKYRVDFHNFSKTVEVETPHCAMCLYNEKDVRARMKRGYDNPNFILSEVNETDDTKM
# bIAP inh: bovine intestinal alkaline phosphatase inhibitors, primary screen, selectivity assay for TNAP inhibitor project, biochemical, bovine IAP, CDP-star luminescence; inhibition, % at 20 µM; AID 1019, 2008; 190,000 tested, under 10 active; purified bovine IAP, 30 min;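 active means over 50% inhibition of intestinal alkaline phosphatase at 20 µM in the single-dose screen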
#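 System: purified bovine intestinal alkaline phosphatase (IAP) enzyme; Input: IAP diluted 1/65,000,000 in the well; Measured by: CDP-star luminescence signal; Compound dosing: 20 µM single dose; Incubation: 30 min reaction at room temperature.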
# TR-FRET SRC-2 ct: TR-FRET signal artefacts, primary screen, artefact control for PPARgamma SRC-2 agonist project, biochemical; TR-FRET artefact counter-screen; hits give high values; TR-FRET ratio at 8 µM; 0.4% of 200,000 active; in the data active means TR-FRET ratio above about 2000; further: inactives centre near 1500
# PPARg SRC-3 ag: PPARgamma agonists recruiting SRC-3 coactivator, primary screen, biochemical | Peroxisome proliferator-activated receptor gamma (Homo sapiens), P37231 | biochemical PPARgamma/SRC-3 coactivator recruitment assay | activation, % at 8 µM | 0.26% of 200,000 active | AID 731, 2007; in the data active means activation above about 23%;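 further: 0% = DMSO and 100% = reference agonist; some compounds past the cut are filed as inactive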
# Active calls of the source: *; nt = no result given.
SMILES,PPARg SRC2 recr,RAM inhibit,PPARg SRC1 recr,L major viab,S1P3 antagonist,Redox H2O2 prof,HMGR II inh,ROMK mod,bIAP inh,TR-FRET SRC-2 ct,PPARg SRC-3 ag
O=C(CN1C(=O)NC2(CCCC2)C1=O)NCC1CCCO1 (stereo not drawn),-7.5,-0.9,-5.0,-4.1,3.3,0.3,4.1,0.00667,-4.2,1505,-0.4
COc1cc(C2N(c3ccc(F)cc3)C(=O)C3CCCN32)cc(OC)c1OC (stereo not drawn),0.7,0.6,6.8,-7.4,-11.1,-0.6,0.0,nt,-17.5,1406,-1.0
O=C1CS/C(=N/N=C/c2ccccc2OS(=O)(=O)c2ccccc2)N1,6.9,3.1,1.7,-4.6,9.4,-0.2,-1.2,0.337,-0.3,1514,1.3
CC(C)CC(=O)Nc1sc2c(c1C#N)CC(C)(C)NC2(C)C,3.0,0.3,2.4,3.1,nt,-2.2,-6.4,nt,1.2,1598,-2.1
CCOC(=O)Cc1csc(NC(=O)c2ccc(NC(C)=O)cc2)n1,2.7,1.6,5.0,-1.7,nt,1.0,3.9,0.215,10.0,1409,-13.4
N=c1scc(-c2ccccc2)n1/N=C/c1ccco1,1.2,1.6,8.3,-3.8,1.9,0.6,1.9,nt,22.3,1411,7.5
CCN1CCCC1CNC(=O)COc1cc(=O)n(C)c2ccccc12 (stereo not drawn),-0.3,1.9,-0.6,0.5,-16.3,1.1,-3.0,0.876,1.8,1675,3.7
C=CCOC(=O)C1=C[C@@H](c2ccc(C(F)(F)F)cc2)[C@H](CCCO)[C@@H](OCC)O1,3.0,0.9,16.8,1.9,-9.5,-0.7,-0.5,nt,-2.9,1607,-2.7
Cc1ccc(-c2nc(-c3cccnc3)sc2CC(=O)Nc2ccc3nc(C)sc3c2)cc1,8.7,2.9,-1.0,32.8,9.4,-0.3,2.3,0.0458,40.5,1426,3.4
O=C1OCC2=C1C(c1ccc(F)cc1)CC(=O)N2c1ccccc1 (stereo not drawn),-0.6,-0.4,4.5,-7.3,-21.8,9.6,-5.2,3.06*,-16.1,1417,-1.9
O=C(COC(=O)CCC1CCCC1)Nc1ccc(Cl)cn1,0.1,1.9,4.8,-1.2,6.4,1.8,-4.0,nt,6.2,1563,5.0
CCOC(=O)N1CCC(NC(=O)C(NC(=O)C2CCC(C)CC2)C(C)CC)CC1 (stereo not drawn),0.2,0.9,0.8,-3.1,nt,0.2,-5.4,-0.493,-23.2,1448,-7.0
CCc1c(C)nc2ncnn2c1NCCc1ccc(OC)c(OC)c1,-2.6,-0.2,-4.7,18.7,-6.8,0.2,-3.0,nt,0.8,1465,-2.7
C/C=C(\C)CN1CCN(c2ccccc2)CC1,1.4,2.1,-4.2,17.6,nt,-10.1,-1.4,nt,6.7,1505,-6.4
CCOC(=O)c1sc(NC(=O)C(CC)OC(=O)C(CC(C)C)NC(=O)c2ccccc2)nc1C (stereo not drawn),6.5,2.9,-2.9,3.1,nt,1.6,-5.3,nt,-2.8,1501,-4.4
Cc1ccc(Nc2nnc(SCC(=O)Nc3cccc(S(=O)(=O)NC4=NCCCCC4)c3)s2)c(C)c1,6.0,5.6,2.8,-6.8,-13.2,0.0,4.5,-1.44,-16.0,1436,-1.1
Cc1ccc(NC(=O)COC(=O)CN2C(=O)COc3ccccc32)cc1,-1.1,1.9,-5.3,1.4,nt,-1.3,-5.0,-0.493,8.2,1543,0.1
CC(Cc1ccsc1)NC(=O)CCc1nnc(CCc2ccccc2)o1 (stereo not drawn),6.5,2.8,5.2,-5.5,3.2,0.9,1.3,-0.0279,9.8,1867,1.7
Fc1ccccc1/C=N/n1cnnc1,1.8,0.5,4.7,-5.2,nt,-0.7,-4.3,0.733,7.2,1548,-1.8
CCOC(=O)c1ccc(Oc2nc(N(C)C)nc(N(C)C)n2)cc1,1.7,-1.7,-2.5,-0.6,nt,-0.2,-1.7,-1.13,7.8,1555,3.2
Cc1csc(SCC(=O)Nc2ccc(S(=O)(=O)N3CCCC3)cc2)n1,-2.9,0.4,2.9,3.1,10.4,-0.6,-4.5,0.498,10.1,1519,0.0
COc1ccc2nc(N3CCCCC3)c(C#N)cc2c1,-4.3,-0.7,1.1,2.9,20.7,-1.0,-2.1,nt,-3.0,1507,0.1
CCN(CC)c1ccc(C2CC(=O)Nc3cc(OC)c(OC)cc32)cc1 (stereo not drawn),9.7,0.5,6.5,3.6,nt,-0.1,0.7,nt,-5.3,1437,4.1
CCC(c1nnc(SCC(=O)Nc2ccc(Cl)cc2C(F)(F)F)n1C1CCCCC1)N(C)C (stereo not drawn),-1.4,0.0,4.1,-2.0,1.9,0.6,-4.4,nt,35.9,1447,-7.0
CC(C)(C)C1=Nn2c(nnc2-c2ccccc2F)SC1,7.2,0.8,5.8,-3.2,-19.2,2.7,-1.8,0.278,11.1,1482,3.0
Nc1ccc(C(=O)N/N=C2\CCCc3c2[nH]c2ccccc32)cc1,6.9,4.8,-0.4,41.4,nt,-5.4,0.3,nt,8.0,1587,-1.9
O=C(CN1C(=O)C2CC=CCC2C1=O)Nc1nnc(SCc2ccc(Cl)cc2)s1 (stereo not drawn),7.0,1.7,6.5,-12.3,nt,-3.1,-2.7,nt,1.0,1592,9.3
COc1cccc(N2C(=O)/C(=C\c3cccs3)NC2=S)c1,12.4,5.5,9.4,-6.0,-19.8,0.2,-2.7,0.0166,4.1,1501,-0.2
C=CCn1sc(N)c(C(=O)OCC)c1=S,0.7,0.0,-6.0,1.0,-6.9,2.5,-6.8,nt,12.3,1511,-0.5
COCC(=O)Nc1ccc(Br)cc1C,0.3,-0.7,4.5,-4.8,-14.9,-0.6,-4.8,nt,-13.0,1671,-4.4
Cc1[nH]c2ccccc2c1/C=N/NC(=O)c1cccc(S(=O)(=O)Nc2cccc(C(F)(F)F)c2)c1,1.2,4.9,-0.4,1.6,-5.0,0.4,-0.3,-0.395,-1.8,1401,-0.9
COc1cccc(CNC(=O)C2CCN(S(=O)(=O)c3ccccc3)CC2)c1,6.5,0.4,1.2,-0.5,18.6,-1.2,-3.5,0.133,5.3,1485,7.1
CCN(CC(=O)Nc1ccccc1OC)CC(=O)Nc1c(Cl)ccc(C)c1Cl,1.1,-0.2,-1.0,30.2,-13.0,0.7,1.8,-0.67,-19.5,1645,3.1
C=CCC(C)(NCc1ccccc1)c1ccc(C)cc1 (stereo not drawn),8.2,-0.5,-3.0,68.8*,3.5,-0.2,-3.0,-0.456,29.1,1630,0.6
CCc1ccccc1NC(=O)c1cccs1,2.1,0.6,-1.1,-2.1,6.1,-0.6,-0.8,nt,4.7,1604,16.2
CC(NC(=O)Cc1ccccc1)C(c1ccccc1)N1CCOCC1 (stereo not drawn),8.9,0.4,8.3,-1.5,-11.8,-0.1,-4.2,0.0833,-4.3,1482,4.5
Cc1cc(C)n(-c2ccc(C(=O)OCC(=O)c3c(N)n(C)c(=O)n(C)c3=O)cc2)n1,0.7,4.1,5.9,-11.3,5.4,-0.7,-4.6,nt,-4.5,1554,-4.4
COc1ccc2nc(SCC(=O)O)nc(C)c2c1,2.6,0.1,15.9,-1.6,nt,-1.0,-1.6,0.528,7.2,1497,13.9
CC(C)(C)NS(=O)(=O)c1ccc(N2C(=O)c3ccccc3C2=O)cc1,0.4,0.8,-1.5,-7.1,nt,0.0,-8.1,-0.0211,0.2,1470,-2.3
COCCNC(=O)c1cc2nc3c(c(C(F)(F)F)n2n1)CCc1ccccc1-3,-5.6,3.6,0.8,-5.0,11.5,-0.3,-1.5,0.374,9.6,1638,-4.7
COc1ccc(-n2cc(-c3ccc(OC)c(OC)c3)[nH]c2=S)cc1,1.7,0.9,9.1,-2.9,-50.2,-0.1,-5.7,1.07,7.1,1320,-3.6
O=S(=O)(NCC1CCCO1)c1cccc(S(=O)(=O)N2CCCC2)c1 (stereo not drawn),-3.2,0.1,-1.5,0.7,-4.6,-0.3,-1.2,-0.0448,3.3,1356,-3.0
COC(=O)C1=C(NC(=O)c2ccccc2[N+](=O)[O-])CCS1,2.2,-1.2,-5.5,5.2,-8.5,-1.3,-4.5,0.0521,-2.6,1396,-0.5
CC1=C(OC(=O)c2ccc(Br)cc2)C(C)(C)C(c2ccccc2)OC1=O (stereo not drawn),7.8,2.8,10.2,-1.8,nt,0.0,2.9,0.0109,19.8,1418,7.6
O=C(NNc1cccc(Cl)n1)c1cccnc1Cl,-4.3,2.2,-6.7,-5.8,-0.2,0.1,-5.8,0.551,12.9,1463,2.6
COCCn1c(-c2ccc(Br)cc2)csc1=Nc1cccnc1,1.5,-0.2,-6.0,39.3,-6.5,-2.0,-0.6,-1.12,-11.2,1703,-0.2
CCOC(=O)CC(=O)CSc1nc2ccccc2c(=O)n1-c1ccc(C(=O)N2CCOCC2)cc1,6.8,3.1,-3.6,-1.1,nt,-0.9,-2.2,-0.0277,-2.0,1745,2.4
COCCNC(=O)C(c1ccc(C)o1)N(C(=O)c1snc(C(N)=O)c1N)c1cc(C)cc(C)c1 (stereo not drawn),7.0,-0.3,15.8,-7.5,-15.6,-0.4,0.3,nt,0.0,1571,-12.4
CCCc1cc(C(=O)OC)c(NC(=O)c2cc(C)on2)s1,1.2,12.2*,-2.9,-3.7,nt,-0.4,-0.1,-0.0685,3.3,1533,13.6
c1ccc(C2=Nn3c(nnc3-c3ccccn3)SC2)cc1,-1.9,0.1,-0.3,-1.1,nt,0.1,-1.8,1.25,1.0,1599,0.0
COCC(C)NCc1ccc(C)cc1C (stereo not drawn),0.9,2.8,9.8,-6.8,-1.5,0.2,-6.4,nt,13.7,1412,-0.9
COC(=O)C1C(=O)c2c([nH]c(C(=O)OCC3CCCO3)c2C)CC1C (stereo not drawn),-3.0,0.6,-1.2,-4.2,-12.3,-0.6,0.6,nt,4.6,1472,-0.2
O=C(NCc1ccc(F)cc1)C(C(=O)NCc1ccc(F)cc1)c1ncc(C(F)(F)F)cc1Cl,-7.9,2.9,0.5,18.7,-9.9,-0.2,-4.9,0.466,3.6,1472,1.0

# Compound profiles, as listed above. Screens in order: PPARg SRC2 recr	RAM inhibit	PPARg SRC1 recr	L major viab	S1P3 antagonist	Redox H2O2 prof	HMGR II inh	ROMK mod	bIAP inh	TR-FRET SRC-2 ct	PPARg SRC-3 ag
# `CC(NC(=O)Cc1ccccc1)C(c1ccccc1)N1CCOCC1` (stereo not drawn) is entered as 8.9	0.4	8.3	-1.5	-11.8	-0.1	-4.2	0.0833	-4.3	1482	4.5
# `COCCNC(=O)c1cc2nc3c(c(C(F)(F)F)n2n1)CCc1ccccc1-3` is entered as -5.6	3.6	0.8	-5.0	11.5	-0.3	-1.5	0.374	9.6	1638	-4.7

# Bioassay records as filed in PubChem.
